Screens as filed in PubChem BioAssay.
GCN5L2 inh: blocks human GCN5L2 histone acetyltransferase | GCN5L2 HAT assay, ThioGlo1 CoA-SH fluorescence | AID 504327 | 390,000 compounds, 0.21% hits | Potency, µM (highest dose often 58.9 µM), for inactives: at the top dose activity change, negative = inhibition, usual class: inhibitors
Target sequence (Q92830 whole entry, looked up): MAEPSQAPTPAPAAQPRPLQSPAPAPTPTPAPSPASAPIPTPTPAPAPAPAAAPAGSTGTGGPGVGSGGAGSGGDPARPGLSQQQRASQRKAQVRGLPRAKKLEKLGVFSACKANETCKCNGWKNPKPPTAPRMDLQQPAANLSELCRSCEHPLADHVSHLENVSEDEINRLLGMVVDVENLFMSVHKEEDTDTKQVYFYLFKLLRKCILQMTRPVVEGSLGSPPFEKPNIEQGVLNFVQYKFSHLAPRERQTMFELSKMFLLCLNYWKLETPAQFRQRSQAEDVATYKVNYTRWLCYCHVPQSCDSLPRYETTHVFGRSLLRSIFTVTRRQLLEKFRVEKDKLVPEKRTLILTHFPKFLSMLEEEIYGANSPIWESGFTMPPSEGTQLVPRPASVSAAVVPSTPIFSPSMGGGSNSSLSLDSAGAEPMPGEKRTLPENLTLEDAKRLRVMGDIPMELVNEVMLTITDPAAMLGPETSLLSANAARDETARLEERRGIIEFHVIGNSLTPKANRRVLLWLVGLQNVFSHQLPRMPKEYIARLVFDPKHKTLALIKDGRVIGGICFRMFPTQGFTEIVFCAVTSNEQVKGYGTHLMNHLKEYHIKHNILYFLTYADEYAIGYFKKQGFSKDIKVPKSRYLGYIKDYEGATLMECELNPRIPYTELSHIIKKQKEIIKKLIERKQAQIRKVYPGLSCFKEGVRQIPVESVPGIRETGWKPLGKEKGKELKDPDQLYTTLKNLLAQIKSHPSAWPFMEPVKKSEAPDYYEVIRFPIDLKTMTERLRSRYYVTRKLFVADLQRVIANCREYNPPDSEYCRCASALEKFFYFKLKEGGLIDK
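GCN5L2 (20nM final) in 50mM HEPES, 0.1mM EDTA pH 7.5, 0.01% Tween-20 was preincubated 15 min at room temperature with compound, then given ThioGlo1 (50uM), H3(1-25) peptide (75uM) and acetyl-CoA (70uM); CoA-thiol fluorescence (Ex340/Em540) was read at 0 and 20 min.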
FEN1 inh: inhibitors of human flap endonuclease 1 | Recombinant FEN1 flap cleavage, fluorescence, 15 min | Potency, µM (titrated, usually from 114 µM), for the others: at the top dose activity change, negative = inhibition, hits mostly inhibitors | AID 588795 | 390,000 compounds, 0.35% hits | P39748; note: nearly all actives have a fitted effect of over 65% in size
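In this screen, 50 nM flap DNA substrate was added to 10 nM FEN1 pretreated with compound for 15 min at room temperature; cleavage was followed with reads at 0 and 15 min, and Hill fitting gave concentration–response parameters.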
N370S GC mod: N370S glucocerebrosidase modulation, Gaucher chaperone candidate. 330,000 compounds, 0.092% hits. N370S GC spleen homogenate, 4MU-glucoside fluorescence. P04062. Potency, µM (series often up to 59.4 µM), for the others: at the highest dose activity change, negative = inhibition, most hits filed as inhibitors. AID 2101;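 note: 0% = full enzyme activity and -100% = no enzyme basal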
Starred values were filed as active, the others as inactive; ? = inconclusive; . = no result given; & = joins results of further samples; [ ] = remark or other dose. Calls come from the whole dose curve; as a rule, active = well fitted curve in the direction sought with a large enough effect; inconclusive = small, poorly fitted or top-dose-only effect, or another doubt; inactive = no such curve, though single readings can be large; an effect the other way counts as inactive or inconclusive. Unless noted, % is set by controls: 0 for no effect and ±100 for the full control effect; potency is the fitted concentration of half-maximal effect.

The opening 3 entries as a preview:
SMILES	GCN5L2 inh	FEN1 inh	N370S GC mod
CC(O)[C@H]1CN=C(N)N1CCc1cc(C(F)(F)F)cc(C(F)(F)F)c1 (stereo partly drawn)	-6.3%	-0.2%	-6.5%
Cc1cc(=O)[nH]c(N=N/C(=N/Nc2ccccc2C)c2ccccc2)n1	-5.4%	-3.8%	17.5%
CCOC(=O)N1CCC(NC(=O)C2CCCN(S(=O)(=O)c3cccc4nsnc34)C2)CC1 (stereo not drawn)	-4.3%	0.6%	-16.9%

The listing (from the top)
SMILES	GCN5L2 inh	FEN1 inh	N370S GC mod
CC(O)[C@H]1CN=C(N)N1CCc1cc(C(F)(F)F)cc(C(F)(F)F)c1 (stereo partly drawn)	-6.3%	-0.2%	-6.5%
Cc1cc(=O)[nH]c(N=N/C(=N/Nc2ccccc2C)c2ccccc2)n1	-5.4%	-3.8%	17.5%
CCOC(=O)N1CCC(NC(=O)C2CCCN(S(=O)(=O)c3cccc4nsnc34)C2)CC1 (stereo not drawn)	-4.3%	0.6%	-16.9%
COc1ccc(C(=O)/C=C/c2ccc(OC3CSC3)cc2)cc1	-3.3%	-0.8%	24.3%
CC(=O)NC(CCS(C)(=O)=O)C(=O)Nc1ccc(F)cc1Cl (stereo not drawn)	-4.6%	-1.2%	-2.1%
O=CC1=C(c2ccccc2)Oc2ccccc2O1	-4.7%	-1.1%	-8.9%
CCN(CC)c1ccc(/C=C/c2cccc[n+]2C)c(OC)c1	-11.6%	?	7.9%
O=C(CN(Cc1ccccc1)C(=O)CNS(=O)(=O)c1ccccc1)NCC1CCCO1 (stereo not drawn)	-21.5%	0.1%	4.5%
COc1ccc(N2CCN(C3CCN(S(=O)(=O)c4ccc(F)cc4)CC3)CC2)cc1	-16.4%	1.1%	-1.0%
CCOc1cccc2sc(N(CCN(CC)CC)C(=O)c3cccc([N+](=O)[O-])c3)nc12	-1.4%	-3.6%	-2.4%
CC(C)Oc1ccc(CNC(=O)c2cnc3sc(N4CCCCCC4)nn3c2=O)cc1	-5.0%	20.4%	.
COc1ccc(CC(=O)NNC(=O)c2ccc(Br)s2)cc1OC	-5.1%	15.0%	.
Cc1cc(OCC(=O)N[C@@H](Cc2ccccc2)c2nc3ccccc3[nH]2)ccc1Cl	30.1%[activator]	-4.4%	3.9%
O=C(COC(=O)c1cccc(S(=O)(=O)N2CCOCC2)c1)Nc1ncc(Cl)cc1Cl	-6.3%	-4.1%	.
CCCCCC(=O)N1CCCC(c2nc(-c3ccc(OC)cc3)no2)C1 (stereo not drawn)	-3.8%	-9.6%	7.2%
O=[N+]([O-])c1ccc2c(c1)C(N1CCOCC1)/C(=C/COc1ccc(Cl)cc1Cl)O2 (stereo not drawn)	-11.7%	10.7%	4.9%
COc1ccc(/C=C2\OC(=S)N(C)C2=O)cc1	-5.8%	-8.9%	14.6%
Cc1cc(C(F)(F)F)n2ncc(-c3cccc(Br)c3)c2n1	-2.5%	20.6%	21.5%
CC1CC=CC2C1C(=O)N(Cc1ccccc1)C2c1ccc(/C=C/c2ccccc2)cc1F (stereo not drawn)	.	7.0%	4.3%
CCOC(=O)c1c(C)[nH]c(C)c1C(=O)COC(=O)c1sccc1C	-2.6%	-10.6%	.
Cc1ccc(NC(=O)CSc2ccccc2)cc1S(=O)(=O)N1CCOCC1	-5.2%	1.0%	-9.2%
CSc1ccc(CNCC2CCCO2)cc1 (stereo not drawn)	-13.9%	7.4%	2.1%
CCN(C(=O)COC(=O)/C=C/c1c(C)nn(Cc2ccc(C)cc2)c1C)C1CCS(=O)(=O)C1 (stereo not drawn)	3.4%	-10.8%	2.6%
O=C(Oc1ccc(F)c(F)c1)c1ccc2c(=O)n3c(nc2c1)CCC3	-1.0%	11.1%	8.7%
COc1ccccc1N1CCN(c2ncc3c(n2)CCN(Cc2ccccc2F)C3)CC1	22.1%	-0.6%	.
O=c1c2ccccc2c(=O)n(Cc2ccccc2)n1Cc1ccccc1	-4.5%	10.3%	?
O=C(COC(=O)c1cc(Cl)ccc1O)Nc1ccccc1C(=O)NC1CC1	-5.1%	17.8%	.
N#Cc1cn(CCOC(=O)c2cccc(C(F)(F)F)c2)c(=O)[nH]c1=O	3.9%	-1.0%	4.7%
Cc1ccc(S(=O)(=O)N2[C@@H](c3ccccc3F)C(C(=O)O)=CC[C@H]2c2ccc(C(C)C)cc2)cc1	?	-14.3%	-3.1%
C=CCn1c(CSc2nc3ccccc3s2)n[nH]c1=S	-3.7%	9.2%	8.3%
O=C1COc2ccc(C(=O)COC(=O)c3sc4ccccc4c3Cl)cc2N1	-4.9%	-8.2%	1.6%
COc1ccccc1C(=O)Nc1ccnn1C1CCN(Cc2cn(C)c3ccccc23)CC1	-5.9%	-6.6%	-8.0%
O=C(O)C1C2C=CC(C2)C1C(=O)NCc1ccc(Cl)c(Cl)c1 (stereo not drawn)	-5.0%	-6.7%	11.7%
Cc1c(NS(=O)(=O)c2ccc(Cl)c(C(=O)OCC(=O)NCc3ccco3)c2)c(=O)n(-c2ccccc2)n1C	-5.8%	13.1%	1.5%
Cc1ccc(C(=O)NNc2nc3ccccc3nc2C(F)(F)F)cc1	-3.4%	4.5%	-1.5%
CCOc1ccc(-c2cc3nc(C4CCN(C(=O)OC(C)(C)C)CC4)c(C(=O)Nc4cccc(Cl)c4C)cn3n2)cc1	-11.2%	-22.7%	.
O=C(CSc1nnnn1-c1ccccc1F)Nc1nc2ccccc2s1	0.0%	-3.1%	11.6%
Cc1cccc(NS(=O)(=O)c2cccc(C(=O)NCC3(N4CCCCC4)CCCCC3)c2)c1	2.4%	-2.8%	-13.2%
COc1ccc(NC(=O)CN2C(=O)CC(c3ccc(C)c(C)c3)=Nc3ccccc32)cc1OC	-8.5%	-5.7%	.
COC(=O)c1ccc(Oc2coc3cc(OCc4ccc([N+](=O)[O-])cc4)ccc3c2=O)cc1	0.2%	0.5%	4.1%

In the list so far, these contain a COOH group.
SMILES	GCN5L2 inh	FEN1 inh	N370S GC mod
Cc1ccc(S(=O)(=O)N2[C@@H](c3ccccc3F)C(C(=O)O)=CC[C@H]2c2ccc(C(C)C)cc2)cc1	?	-14.3%	-3.1%
O=C(O)C1C2C=CC(C2)C1C(=O)NCc1ccc(Cl)c(Cl)c1 (stereo not drawn)	-5.0%	-6.7%	11.7%

Following part
SMILES	GCN5L2 inh	FEN1 inh	N370S GC mod
O=C(CCC(=O)c1cccs1)Nc1nnc(C2CC2)s1	-20.6%	1.0%	3.9%
O=C(Nc1cc(Cl)ccc1Cl)c1cc(S(=O)(=O)N2CCCc3ccccc32)ccc1F	0.6%	9.2%	.
CC(C)NC(=O)Nc1ccc2c(c1)C(=O)N([C@H](C)CO)C[C@H](C)[C@@H](CN(C)S(=O)(=O)c1cccs1)O2	-4.1%	-3.2%	.
Cn1cccc1C(=O)Nc1ccc(Cl)c(S(=O)(=O)N2CCCCC2)c1	-9.8%	1.3%	.
COc1cc(CNS(=O)(=O)CCl)cc(OC)c1OC	-5.7%	19.0%&-5.4%	.
CC(C)C[C@H](NC(=O)N1CCn2c1nc1ccccc12)C(=O)NCCc1ccccc1	-6.1%	-15.5%	-0.2%
CC(C)CC1=NC(C(F)(F)F)(C(F)(F)F)c2c(n(CC(C)C)c(=O)[nH]c2=O)N1	26.9%	0.5%	5.0%
CC(=O)Nc1ccc(S(=O)(=O)Nc2ccccc2C(=O)NCc2cccnc2)cc1	-0.8%	-0.6%	-9.0%
Cc1ccc(S(=O)(=O)N(CC(=O)Nc2ccc(F)cc2F)Cc2ccc(F)cc2)cc1	-1.8%	9.9%	.
COC(=O)c1cc(S(=O)(=O)NCc2cccs2)c[nH]1	-2.3%	0.3%	-6.1%
CCN(C[C@H]1N[C@@](Cc2ccccc2)(C(=O)OC)[C@H]2C(=O)N(Cc3ccccc3)C(=O)[C@@H]12)S(=O)(=O)c1ccc(OC(F)(F)F)cc1	-12.8%	-19.1%	.
CCOC(=O)C1CCCN(C(=O)C2CCN(S(=O)(=O)c3c(C)noc3/C=C/c3ccc(C)cc3)CC2)C1 (stereo not drawn)	-4.6%	9.8%	.
COc1cc(Br)cc(CN2CCN(c3ncccn3)CC2)c1O	-10.1%	-8.0%	-0.3%
CC(C)(C)OC(=O)C[C@@H]1C/C=C\C[C@H](CC(=O)N[C@@H](CO)Cc2ccccc2)C(=O)N[C@H](C(C)(C)C)COC1=O	2.0%	-12.5%	.
COc1cc(OC)cc(-c2cc3nc(C)c(CCC(=O)Nc4nc(C)cs4)c(C)n3n2)c1	1.0%	2.3%	1.1%
O=C(c1ccc2ncsc2c1)N1CCN(c2nc3ccccc3s2)CC1	-3.5%	-0.7%	-5.0%
CCC(c1nnc(SCC(=O)Nc2c(F)cccc2F)n1Cc1ccccc1)N(C)C (stereo not drawn)	-23.3%	-16.0%	-11.9%
COc1ccc(NC(=O)COC(=O)c2ccc(OCc3ccc(Cl)cc3Cl)c(OC)c2)c(OC)c1	-5.3%	10.5%	-3.3%
COc1cccc(-c2nn(C)c3sc(C(=O)N4CCN(c5ccccc5)CC4)cc23)c1	-6.7%	-2.4%	7.8%
O=C(NCc1ccc2c(c1)OCO2)c1cc(-c2ccccc2)c(N2CCOCC2)s1	-21.4%	-10.3%	?
Cc1ccccc1C(=O)Nc1ccc2c(c1)nc(CCNC(=O)c1ccco1)n2C	-23.1%	2.0%	-14.7%
Cn1c(SCc2ccccc2Br)nc2ccccc2c1=O	1.3%	-11.4%	1.7%
COc1cc(OC)cc(C(=O)NCCCN2CCN(CCCNC(=O)c3cc(OC)cc(OC)c3)CC2)c1	1.7%	2.7%	-13.1%
CCCCCCC(C)OC(=O)c1ccccc1C(=O)O (stereo not drawn)	2.1%	-4.9%	1.9%
CCOc1ccc(-n2c(C)nc3cc(C(=O)NCc4ccc(C)cc4)ccc32)cc1	-11.0%	-15.7%	.
Cc1ccc2occ(-c3cc(-c4ccc(F)cc4)nc4c3COc3ccc(F)cc3-4)c(=O)c2c1	1.5%	15.4%	.
CCCN1CCC(NC(=S)Nc2ccc(C(=O)OCC)cc2)CC1	-5.8%	-1.5%	-11.3%
CC(C)N(Cc1cc2ccccc2[nH]c1=O)C(=O)C1CCCCC1	1.9%	5.4%	6.1%
OCc1c(OCc2cccc(F)c2)ccc2ccccc12	-16.3%	-14.0%	28.4%
C/C(N)=C(/C#N)C(=O)CSc1nncn1-c1ccccc1	0.9%	-3.4%	4.9%
CCOC(=O)C1(C)C=C(Nc2cccc(C)c2)C(=O)N1c1ccccc1 (stereo not drawn)	-6.4%	-16.3%	.
N#CCCn1c(=O)c(-c2cc(F)cc(F)c2)nc2cnc(Oc3ccccc3)nc21	-10.8%	.	18.2%
COc1cccc2sc(NNC(=O)C3COc4ccccc4O3)nc12 (stereo not drawn)	-3.1%	0.9%	22.6%
O=C(CCCC(=O)OCC(Cl)=C(Cl)Cl)Nc1cccc2ccccc12	-7.5%	0.8%	11.9%
COc1cccc(/C=N/NC(=O)c2ccc(=O)[nH]n2)c1O	-17.8%	-4.9%	-7.2%
C(#CCN1CCCC1)CC(c1ccccc1)c1ccccc1	-1.7%	-3.3%	-9.1%
COc1ccc(CCNc2cc(N3CCN(C(=O)c4ccc(C)cc4)CC3)ccc2[N+](=O)[O-])cc1OC	-0.5%	.	-0.8%
CC(CC(=O)NCc1ccc(Cl)cc1)S(=O)(=O)c1ccc2c(c1)NC(=O)CO2 (stereo not drawn)	-17.0%	-9.5%	?
COC(=O)c1ccc(C(=O)N2CCCC(CNC(=O)c3ccccc3Cl)C2)cc1 (stereo not drawn)	3.3%	2.8%	-19.0%
COc1ccc(CN2CC(=O)N3[C@H]4c5ccc(OC)cc5OC[C@@H]4[C@H](c4ccccc4)[C@]3(C)C2=O)cc1	-10.3%	4.8%	.
S=c1[nH]nc(NCCCN2CCOCC2)s1	?	?	2.7%
CCOC(=O)CCC(=O)O[C@H]1[C@H](O[C@@H]2[C@@H](C)[C@H](O[C@H]3C[C@@](C)(OC)[C@@H](O)[C@H](C)O3)[C@@H](C)C(=O)O[C@H](CC)[C@@](C)(O)[C@H](O)[C@@H](C)C(=O)[C@H](C)C[C@@]2(C)O)O[C@H](C)C[C@@H]1N(C)C	0.8%	17.3%	11.0%
COc1ccc(CCNC(=O)c2ccc(-c3ccc([N+](=O)[O-])cc3)o2)cc1OC	-12.4%	-5.7%	7.5%
Cc1cc(C)cc(NC(=O)CSc2nnc(-c3ccncc3)o2)c1	-0.6%	2.1%	-16.6%
O=C(CCNC(=O)c1ccc(Cl)cc1)Nc1ccc(Cl)cc1F	3.3%	2.2%	10.1%

Among those listed so far, these contain a tert-butyl group:
SMILES	GCN5L2 inh	FEN1 inh	N370S GC mod
CCOc1ccc(-c2cc3nc(C4CCN(C(=O)OC(C)(C)C)CC4)c(C(=O)Nc4cccc(Cl)c4C)cn3n2)cc1	-11.2%	-22.7%	.
CC(C)(C)OC(=O)C[C@@H]1C/C=C\C[C@H](CC(=O)N[C@@H](CO)Cc2ccccc2)C(=O)N[C@H](C(C)(C)C)COC1=O	2.0%	-12.5%	.
